KDM5B inhibitor – KDM5B demethylase inhibition. 220,000 tested, 2.6% active. KDM5B demethylase, FDH-coupled NADH fluorescence (FDH is formaldehyde dehydrogenase). Q9UGL1. Potency, µM (highest dose often 57.7 µM), inactives show top-dose activity change, negative = inhibition, usual class: inhibitors; active = well fitted inhibition curve with a large enough effect; inconclusive = small, poorly fitted or top-dose-only effect; inactive = no such curve, though single readings can be large or run the other way; note: 0% is about no effect; nearly all actives have a fitted effect of over 70% in size
Target sequence (Q9UGL1 whole entry, looked up): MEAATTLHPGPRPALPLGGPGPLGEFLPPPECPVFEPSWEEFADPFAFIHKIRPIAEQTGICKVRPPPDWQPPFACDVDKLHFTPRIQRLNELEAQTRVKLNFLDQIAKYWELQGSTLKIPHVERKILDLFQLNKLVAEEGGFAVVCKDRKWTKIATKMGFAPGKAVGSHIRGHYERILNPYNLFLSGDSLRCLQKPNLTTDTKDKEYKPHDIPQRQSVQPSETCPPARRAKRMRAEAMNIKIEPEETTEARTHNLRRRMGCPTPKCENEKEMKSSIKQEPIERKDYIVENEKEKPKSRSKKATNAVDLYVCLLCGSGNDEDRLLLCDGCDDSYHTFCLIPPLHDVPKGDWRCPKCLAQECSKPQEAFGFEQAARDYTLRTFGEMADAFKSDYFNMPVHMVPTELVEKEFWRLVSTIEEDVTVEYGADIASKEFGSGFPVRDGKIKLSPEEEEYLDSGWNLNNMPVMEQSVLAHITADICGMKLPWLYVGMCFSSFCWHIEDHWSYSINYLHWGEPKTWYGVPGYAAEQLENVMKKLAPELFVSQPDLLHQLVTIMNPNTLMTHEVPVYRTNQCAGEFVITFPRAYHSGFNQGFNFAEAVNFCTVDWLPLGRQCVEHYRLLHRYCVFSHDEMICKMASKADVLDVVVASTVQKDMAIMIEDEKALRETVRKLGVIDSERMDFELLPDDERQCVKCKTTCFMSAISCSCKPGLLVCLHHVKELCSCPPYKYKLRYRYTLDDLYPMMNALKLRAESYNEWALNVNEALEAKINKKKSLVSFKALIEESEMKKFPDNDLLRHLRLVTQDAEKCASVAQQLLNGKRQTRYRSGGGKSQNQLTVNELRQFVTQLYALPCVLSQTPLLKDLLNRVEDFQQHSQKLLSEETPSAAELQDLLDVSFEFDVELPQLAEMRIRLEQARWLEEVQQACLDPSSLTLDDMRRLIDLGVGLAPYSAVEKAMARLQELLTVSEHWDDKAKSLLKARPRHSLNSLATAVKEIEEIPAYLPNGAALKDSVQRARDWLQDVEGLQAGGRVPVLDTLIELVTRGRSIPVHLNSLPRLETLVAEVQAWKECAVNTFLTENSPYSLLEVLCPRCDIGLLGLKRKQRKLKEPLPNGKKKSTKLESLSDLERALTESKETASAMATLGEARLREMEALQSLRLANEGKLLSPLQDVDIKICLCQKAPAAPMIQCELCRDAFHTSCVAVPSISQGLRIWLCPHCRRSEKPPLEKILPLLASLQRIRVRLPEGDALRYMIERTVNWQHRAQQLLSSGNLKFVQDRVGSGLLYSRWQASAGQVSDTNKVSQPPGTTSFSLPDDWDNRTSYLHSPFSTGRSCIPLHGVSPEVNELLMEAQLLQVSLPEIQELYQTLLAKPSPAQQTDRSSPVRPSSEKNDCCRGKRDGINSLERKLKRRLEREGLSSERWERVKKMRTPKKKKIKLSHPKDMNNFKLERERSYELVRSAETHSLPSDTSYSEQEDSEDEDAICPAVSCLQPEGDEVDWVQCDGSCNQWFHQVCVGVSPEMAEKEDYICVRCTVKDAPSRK
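KDM5BΔAP (200 nM final) in 50 mM HEPES pH 7.5, 0.01% Tween-20 was preincubated 10 min at RT with compound over a concentration range. Substrate mix (H3K4me3 12.5 µM, α-KG 25 µM, Fe²⁺, ascorbate, NAD⁺, FDH) was added, and NADH fluorescence change over 30 min gave dose-response curves.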
* hit, by the source's call; ? = inconclusive; [ ] = dose if it differs, or a comment. Potency is the fitted concentration of half-maximal effect.

SMILES	KDM5B inhibitor
Cc1ccc2c(C)c(C(=O)N3CCN(c4ccccc4)C(=O)C3)oc2c1C	-16%
Cc1ccc(Cl)cc1NC(=O)C1CC(=O)N(C2CCCCC2)C1 (stereo unspecified)	4%
CCOCC(=O)N1CCC(N2C(=O)C(O)C23CCCCC3)CC1 (stereo unspecified)	-3%
CCCn1c(=O)n(CC(=O)Nc2ccc(F)cc2F)c(=O)c2c1nc(C)n2CCOC	8%
Cc1noc(C2CC3(CCN(C(=O)C(C)C)CC3)CN2C)n1 (stereo unspecified)	22%
CCOc1ccc(CCNC(=O)CCc2cn(Cc3ccc(C)cc3)c3ccccc23)cc1	-25%
CN1CCN(S(=O)(=O)c2ccc(N(C)CCOc3ccc(Cl)cc3)nc2)CC1	1%
COc1ccc(-n2c3c(cc(C#N)c2=O)C(=O)CC(C)(C)C3)cc1Cl	-7%
CC1=C[C@@H](CNS(=O)(=O)Cc2ccccc2)[C@H](C(C)C)C[C@H]1CC(=O)N1CCN(C)CC1	?
Cc1ccccc1-c1[nH]nc2ncc(-c3cnn(C)c3)nc12	32µM*
CC(NC(=O)C1CCCc2ccccc21)c1cccc(Cl)c1 (stereo unspecified)	-4%
COCCN1C(=O)c2ccccc2C(C(=O)NCCC(C)C)C12CCCC2 (stereo unspecified)	?
Cn1cnc(S(=O)(=O)N2CCCC(Cc3noc(-c4cnccn4)n3)C2)c1 (stereo unspecified)	-9%
C=Cc1ccc(CN2CCCN(Cc3ccc(F)cc3)S2(=O)=O)cc1	23%
COc1ccc(Cn2c(C3CCN(C(=O)COc4ccccc4)CC3)n[nH]c2=O)cc1	-16%
CCOc1ccc(N/C=C/C(=O)c2ccc(C)cc2)cc1	-20%
O=C(N[C@H]1CO[C@H]2[C@@H]1OC[C@@H]2n1nnnc1Oc1ccccc1)C1CC1	-18%[86.2 µM]
O=C(Nc1cccc(-c2nnc3n2CCCC3)c1)c1cccc(Cl)c1	-2%
Cc1ccc2c(=O)c(C(=O)c3ccccc3)cn(CC(=O)Nc3ccccc3C)c2n1	-6%
COc1cc(NC(=O)CCn2cnc3ccccc3c2=O)cc(OC)c1	?
COC(=O)c1ccc(CNC(=O)c2ccc(F)cc2)cc1	11%
CCOC(=O)C1=C(C)Nc2nc(SCC)[nH]c(=O)c2C1c1ccncc1 (stereo unspecified)	10%
Cc1cccc(CC(=O)N[C@@H]2CN(c3ccncn3)C[C@H]2CO)c1	-19%
Cc1ccc(C)c(N2CCN(C(=O)C3CCN(C(=O)c4cc5sccc5n4C)CC3)CC2)c1	-19%
O=C(c1cc(-c2ccc(Cl)cc2)on1)N(Cc1ccc(F)cc1)Cc1ccco1	?
Cc1cccc2cc(CN(C(=O)c3cccc(Cl)c3)c3ccccc3)c(=O)[nH]c12	-1%
O=C(CCn1c(=O)c2cccn2c2ccc(F)cc21)NCCc1ccccc1	?
CN(Cc1ccccc1)C(=O)[C@@]12CCCC[C@H]1N(C)C(=O)CC2	5%
O=C(NCCc1cccnc1)c1ccc2ccccc2c1	8%
CCC1(C(=O)NCc2ccc(N3CCC(C)CC3)cc2)CCCCC(=O)N1 (stereo unspecified)	-31%

The list goes on; it opens with the 3 that closed the last part.
SMILES	KDM5B inhibitor
CN(Cc1ccccc1)C(=O)[C@@]12CCCC[C@H]1N(C)C(=O)CC2	5%
O=C(NCCc1cccnc1)c1ccc2ccccc2c1	8%
CCC1(C(=O)NCc2ccc(N3CCC(C)CC3)cc2)CCCCC(=O)N1 (stereo unspecified)	-31%
C/C(=N/Nc1c(F)c(F)nc(F)c1F)c1ccc(Cl)c([N+](=O)[O-])c1	14%
CC(C)Sc1ccccc1C(N)=O	19%
Cc1cc(Cl)ccc1OC(C)c1nc(-c2ccc(Br)o2)no1 (stereo unspecified)	3%
CN(C(=O)COC(=O)c1cc2ccccc2oc1=O)C1CCCCC1	?
CCc1ccc(/C(C)=N/NC(=O)c2ccccc2C)s1	2%
CCc1ccccc1NC(=O)CN1CCN(Cc2csc(-c3ccc(Cl)cc3)n2)CC1	-1%
NC(=O)Nc1ccc([N+](=O)[O-])cc1	19%
Cc1c(-c2ccc(F)cc2)nc(N)c(C#N)c1-c1cccnc1	?
Cn1c2ccccc2c2cnn(CC(=O)N3CCN(c4cccc(C(F)(F)F)c4)CC3)c(=O)c21	-8%
CN1CC2(CCN(C(=O)c3cccnc3N(C)C3CCCCC3)CC2)OC1=O	-9%
O=C(C1CCCC1)N1Cc2ccccc2NC(=O)C12CCNCC2	3%
O=C(c1cc2ccccc2[nH]1)N1CCN(C(=O)C2CC2)CC1	8%
COc1ccc(Cc2nc3c4c(C)c(C)n(-c5cc(C)ccn5)c4ncn3n2)cc1OC	9%
Cc1ccc(NC(=O)COC(=O)c2cccc(F)c2)cc1S(=O)(=O)N1CCCCC1	15%
CC(=O)c1ccc(NC(=O)c2cc(-c3ccccn3)nc3ccccc23)cc1	-4%
O=C1CCC([N+](=O)[O-])C(c2ccc(-c3ccccc3)cc2)N1 (stereo unspecified)	17%
Cc1onc(C(=O)N2CCCCCCNC(=O)[C@@H]3CCCC[C@@H]32)c1Cn1cccn1	3%
CSCCCNC(=O)c1c(C)noc1-c1ccco1	-21%
COc1ccccc1-c1nnc([C@H]2CCN(Cc3ccccc3O)C2)o1	?
CN1CC(=O)N(c2ccccc2F)Cc2c(NCCc3ccc(Cl)cc3)ncnc21	25µM*
Cn1c(=O)oc2cc(S(=O)(=O)N3CCc4c(nc[nH]c4=O)C3)ccc21	14%
O=C(N1CCCC1)N1C2CCC1CN(c1ccc(C(F)(F)F)cc1)C2	12%[115 µM]
COc1ccc(Cl)cc1NC(=O)c1ncoc1-c1ccc(C)o1	-22%
Cc1ccsc1CN(C)Cc1ccccc1	19%
O=C1Nc2ccc(-c3cccc(C(F)(F)F)c3)cc2C(=O)N2CCN(C(=O)c3cccnc3)C[C@H]12	?
CCOc1ccccc1NC(=O)NCC(=O)N1CCCCCNC(=O)CC1c1ccccc1 (stereo unspecified)	-6%
COc1ccc(-c2noc(-c3ccc(NC(C)c4ccccc4)c([N+](=O)[O-])c3)n2)cc1OC (stereo unspecified)	-5%
CCC1(N2CCN(C(=O)c3ccc(N(C)C)cc3)CC2)CCN(C(=O)NC)C1 (stereo unspecified)	-3%
COCc1cc(C[C@@H]2CC[C@H](O)[C@@H](CN(CC3CCCCC3)CC3CCCCC3)O2)no1	28%
O=C(NCCN1CCOCC1)c1ccc(Cl)cc1O	?

By substructure, the entries above containing an NH in an aromatic ring
SMILES	KDM5B inhibitor
Cc1ccccc1-c1[nH]nc2ncc(-c3cnn(C)c3)nc12	32µM*
COc1ccc(Cn2c(C3CCN(C(=O)COc4ccccc4)CC3)n[nH]c2=O)cc1	-16%
CCOC(=O)C1=C(C)Nc2nc(SCC)[nH]c(=O)c2C1c1ccncc1 (stereo unspecified)	10%
Cc1cccc2cc(CN(C(=O)c3cccc(Cl)c3)c3ccccc3)c(=O)[nH]c12	-1%
O=C(c1cc2ccccc2[nH]1)N1CCN(C(=O)C2CC2)CC1	8%
Cn1c(=O)oc2cc(S(=O)(=O)N3CCc4c(nc[nH]c4=O)C3)ccc21	14%

(listing goes on)
SMILES	KDM5B inhibitor
NC(=S)N/N=C/c1ccc(C2C=CCC2)s1 (stereo unspecified)	?
COc1cccc(CNC[C@H]2O[C@H](Cc3cc(-c4ccccn4)on3)CC[C@@H]2O)c1	18%[86.2 µM]
Cn1c(SCC(=O)NC2CCCCC2)nnc1-c1cccnc1	8%
CCN1CCC(CCNC(=O)C2CCCN(S(C)(=O)=O)CCC(=O)NCC2)CC1 (stereo unspecified)	10%
Clc1ccccc1CNC1=NCCNC12CCOCC2	5%
O=C1CCn2nnc(CNc3ccc(OC(F)(F)F)cc3)c2CN1Cc1ccccc1	-10%[86.2 µM]
COc1cccc(CN2C[C@@H]3C(=O)N(Cc4ccc5c(c4)OCO5)C(=O)[C@@H]3C2)c1	15%
CCn1cc(S(=O)(=O)N2C[C@H]3CN(CCO)C[C@@]3(C(=O)O)C2)cn1	-12%
Cc1cc(C)c2c(CC(=O)Nc3c(C(=O)c4ccc(F)cc4)oc4ccccc34)coc2c1	19%
C#CCNC(=O)C1CN(c2ccccc2)C(=O)N1 (stereo unspecified)	7%[86.2 µM]
FC(F)(F)CN1C2CCC1CN(c1cnccn1)C2	-10%[149 µM]
N#CCC(=O)N1CCN(C(c2ccccc2)c2ccccc2)CC1	11%
CC(C)N1CCC(N2CCN(Cc3cn(C(C)C)c4ccccc34)CC2CCO)CC1 (stereo unspecified)	-15%
O=C1CC(C(=O)Nc2ccc3c(c2)OCCO3)n2c(nc3ccccc32)N1 (stereo unspecified)	17%
O=C(/C=C/c1ccco1)NCCc1c[nH]c2ccccc12	-16%
O=C1c2ccccc2NC(c2csc(-c3ccc(Cl)cc3)n2)N1Cc1ccco1 (stereo unspecified)	?
CC1=C2C(=O)CC(C)CC2=Nc2ccccc2N1 (stereo unspecified)	-2%
COc1ccccc1Nc1nc(N)nc(CN2CCCCC2)n1	14%
COc1cccc(Cn2c(CNS(=O)(=O)c3ccc(C(C)(C)C)cc3)nc3cccnc32)c1	?
CCN1C(=O)c2ccccc2S(=O)(=O)c2ccc(C(=O)NCc3ccccc3Cl)cc21	-12%
CSCC(=O)N[C@H]1CCN2C(=O)c3cc(-c4ccc(Cl)cc4)ccc3NC(=O)[C@H]12	28µM*
CC(C)C(=O)N1CCCCCCN(C)C(=O)[C@@H]2CCC[C@@H]21	-11%
COCCCNc1nc2c(c(=O)n(Cc3ccc(F)cc3)c(=O)n2C)n1C	?
CN1CCCCCC(O)c2cc(C(=O)NCCCN3CCCC3=O)ccc21 (stereo unspecified)	?
O=C(c1cccc(F)c1)N1CCC(n2cc(-c3nc(-c4ccccc4)no3)nn2)C1 (stereo unspecified)	-16%
CCN(CC)C(=O)c1ccc(C(CCOC(=O)Oc2ccccc2)c2ccc(OC)cc2)cc1 (stereo unspecified)	-5%
O=C1Nc2cc(C(=O)N3CCN(c4ccccc4)CC3)ccc2N2CCCC12 (stereo unspecified)	?
COC(=O)COc1ccc2ccc(=O)oc2c1	?
Cc1ccc(CN2CCN(Cc3cn(C)nc3-c3ccccc3)CC2CCO)o1 (stereo unspecified)	38%[activator]
COc1cc(NC(=O)CN2C(=O)NC3(CCCCC3)C2=O)cc(OC)c1OC	21%

Four compounds from above, sorted by their value in KDM5B inhibitor, rising:
SMILES	KDM5B inhibitor
O=C(c1cccc(F)c1)N1CCC(n2cc(-c3nc(-c4ccccc4)no3)nn2)C1 (stereo unspecified)	-16%
CC(C)C(=O)N1CCCCCCN(C)C(=O)[C@@H]2CCC[C@@H]21	-11%
CCN(CC)C(=O)c1ccc(C(CCOC(=O)Oc2ccccc2)c2ccc(OC)cc2)cc1 (stereo unspecified)	-5%
COc1cc(NC(=O)CN2C(=O)NC3(CCCCC3)C2=O)cc(OC)c1OC	21%

New compounds follow:
SMILES	KDM5B inhibitor
Cc1c(Cl)cccc1NC(=O)C(=O)NCCc1csc2nc(-c3ccccc3F)nn12	-31%
O=C(O)CCn1cnc2onc(-c3cc(F)cc(F)c3)c2c1=O	2%
O=C(NCCCc1nc2ccccc2n1Cc1cccc(Cl)c1)C1CCCCC1	-26%
O=S(=O)(Nc1cccc2c1CCCC2)c1ccc(F)c(F)c1	-6%
CCOc1ccc(NC(=O)c2cc3cc(C)ccc3n2C)cc1	?
CCOc1ccccc1CN1CCC2(CCN(Cc3ccsc3)CC2)Oc2ccccc21	?
CCOC(=O)C(=NC1CCS(=O)(=O)C1)NNc1ccccc1Cl (stereo unspecified)	-15%
COCc1nc(C2CC(NC(=O)CN3C(=O)CN(C)C3=O)C2)cc(=O)[nH]1 (stereo unspecified)	-17%
CC(=O)c1ccc(Nc2nc3c(S(=O)(=O)c4ccccc4)nnn3c3ccc(Cl)cc23)cc1	-11%
COc1cc(Cl)ccc1C(=O)N1CCN(C(=O)c2nnn3c2COC(c2ccccc2)C3)CC1 (stereo unspecified)	-9%
O=C1CCc2cc(S(=O)(=O)NCc3ccc(F)cc3)cc3c2N1CC3	-11%
Cc1nc2c(C(=O)NCc3ccccc3Cl)cnn2c(C)c1Cc1ccccc1	-105%
Cn1cccc1CN1CCC2(C1)C(=NC1CCCCC1)NC(=O)N2c1cccnc1 (stereo unspecified)	-3%[115 µM]
COc1cc(CNC(=O)c2cnc3c(c2)N(c2ccccc2OC)CCC3)cc(OC)c1	?
O=C(C1CCCC1)N1CCN(C(=O)N2CC3CC(C2)[C@H]2CCCC(=O)N2C3)CC1 (stereo partly specified)	18%
Cc1oc2cc(O)ccc2c(=O)c1Oc1ccccc1	?
CC(C)(C)OC(=O)N1CCC(c2c(C(=O)N3CCN(c4ccc(Cl)cc4)CC3)cnn2-c2ccc(F)cc2F)CC1	-20%
CCOC(=O)c1ccc2ncc(C(=O)OCC)c(NCCCOC(=O)C(C)(C)C)c2c1	?
Cc1cnc(NC(=O)Cn2ccc3ccc(Br)cc32)s1	12%
CCc1ccc(S(=O)(=O)c2nnn3c2nc(Nc2cc(OC)ccc2OC)c2sccc23)cc1	-6%
CC(NC(=O)CCc1c[nH]c2ccccc12)c1cccc2ccccc12 (stereo unspecified)	-9%
CCN(CC)S(=O)(=O)c1ccc(Oc2ccccc2)c(NC(=O)c2cnccn2)c1	-3%
O=C(CCC1CCCN(S(=O)(=O)c2ccccc2)C1)NCc1ccc(Cl)cc1 (stereo unspecified)	-12%
COc1ccc(C(=O)Nc2ccc(-c3noc([C@@H]4CCCN4Cc4ccccc4C)n3)cn2)cc1	32µM*

High-throughput results deposited in PubChem BioAssay by National Center for Advancing Translational Sciences (NCATS).

These rows are one share of the data. The share of hits here may be higher or lower than overall.
